PLCg1 inh = PLC-gamma1 (human) inhibition, primary screen. purified PLC-gamma1, fluorogenic substrate, fluorescence. 370,000 tested, 0.84% active. inhibition, % at 12.2 µM; in the data active = inhibition above about 9.5%
Tn7 DDE FP = inhibitors of Tn7 peptide binding to human fibrin DD(E) | FP displacement of FITC-Tn7 peptide from fibrin DD(E); 0% = median of compound wells per plate | inhibition, % at 8.3 µM | 370,000 tested, 0.13% active | AID 720508;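 active = inhibition above the mean of compounds falling within the control limits plus 3 SD of them, cut at about 14% in these data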;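 note: 0% = plate median of compound wells and 100% = 10 µM Aha-Tn7 peptide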
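Test system: human clot-derived fibrin DD(E) complex / Quantity: 2 µM final DD(E) protein / Incubation: 10 min plus 3 h, room temperature / Measured by: fluorescence polarization / Benchmarks: high control of 10 µM Aha-Tn7 peptide / Replicates: singlicate testing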
PLCb3 inh = PLC-beta3 (human) inhibition, primary screen. Q01970. Purified PLC-beta3, fluorogenic substrate, fluorescence. inhibition, % at 12.2 µM. 370,000 tested, 0.18% active; in the data active = inhibition above about 11%;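 note: 0% = median of compound wells on plate and 100% = full blocker control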
TDP2 absorb = blocks human TDP2 phosphodiesterase activity. inhibition, % at 12.8 µM. 370,000 tested, 0.34% active. O95551. recombinant TDP2, T5PNP hydrolysis, p-nitrophenol absorbance 415 nm;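 active = inhibition above the mean of all tested compounds plus 3 SD, set per campaign, cut at about 25% in these data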;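 note: 0% = DMSO with enzyme and 100% = buffer with substrate but no TDP2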
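Evaluation: % inhibition relative to enzyme-containing and enzyme-free wells. Material: recombinant human TDP2. Benchmarks: enzyme-free and DMSO wells. Timing: enzyme reaction with compound for 2 h at 37 °C. Compound dosing: 12.8 µM only. Measured by: p-Nitrophenol epi absorbance. Reagent: T5PNP substrate at 5 mM, a TopII-DNA adduct mimic. Replication: single well per compound.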
SIAE primary = blocks human sialic acid acetylesterase. Q9HAT2. SIAE FP-Rh probe binding, fluorescence polarization. inhibition, % at 9.66 µM. 370,000 tested, 0.69% active. AID 1053197;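 active = inhibition above a cutoff: mean of compounds within the control limits plus 3 SD of those, cut at about 17% in these data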;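 note: 0% = plate median of compound wells and 100% = probe without SIAE protein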
Target sequence (Q9HAT2 whole entry, looked up): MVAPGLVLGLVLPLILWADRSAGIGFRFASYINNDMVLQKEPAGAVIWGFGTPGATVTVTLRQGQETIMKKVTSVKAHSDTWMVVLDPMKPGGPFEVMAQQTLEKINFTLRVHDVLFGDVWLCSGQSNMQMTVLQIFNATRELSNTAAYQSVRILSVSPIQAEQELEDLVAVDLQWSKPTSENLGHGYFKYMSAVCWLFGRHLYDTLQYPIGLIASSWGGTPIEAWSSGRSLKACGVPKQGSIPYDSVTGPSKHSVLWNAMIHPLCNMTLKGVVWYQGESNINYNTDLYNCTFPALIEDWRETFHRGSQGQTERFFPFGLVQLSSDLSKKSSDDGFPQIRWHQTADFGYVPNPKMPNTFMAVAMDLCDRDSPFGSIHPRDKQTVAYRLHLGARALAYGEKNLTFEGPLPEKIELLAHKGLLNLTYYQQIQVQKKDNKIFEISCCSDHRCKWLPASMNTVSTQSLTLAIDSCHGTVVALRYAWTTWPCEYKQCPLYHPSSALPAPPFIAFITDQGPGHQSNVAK
ASAP1 inh = ASAP1 ArfGAP inhibition. Q9ULH1. ASAP1-stimulated ARF1 GTP hydrolysis, GDP FP detection. inhibition, % at 16.5 µM. 360,000 tested, 0.19% active; in the data active = inhibition above about 25%;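 note: 0% = vehicle with enzyme and substrate and 100% = no enzyme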
ADAM17 inh = inhibitors of human ADAM17; P78536; recombinant ADAM17, EDANS/DABCYL FRET peptide cleavage; inhibition, % at 6.95 µM; 370,000 tested, 0.83% active;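 active = inhibition above the mean of compounds lying between control limits plus 3 SD, set per campaign, cut at about 8.5% in these data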;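 note: 0% = DMSO-only wells as the low control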
ARFGAP1 inhibitor = inhibitors of rat ARFGAP1. Q62848. inhibition, % at 16.5 µM. Arfgap1-stimulated ARF1 GTP hydrolysis, GDP FP detection. 360,000 tested, 0.26% active. AID 651572;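 active = inhibition above a per-plate limit, mean inhibition of low control wells plus 3 SD, cut at about 25% in these data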;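 note: 0% = DMSO wells with enzyme and 100% = wells lacking Arfgap1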
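Assay system: Rat Arfgap1 GAP domain (His6, aa 1-136), purified enzyme | Buffer or medium: HEPES 25 mM pH 7.5, NaCl 150 mM, MgCl2, DTT | Schedule: GTP hydrolysis reaction 2 h at 25 °C | Signal: FP of antibody-bound GDP Alexa 633 tracer, ex 620/em 688 nm | Measure: Percent inhibition of Arfgap1-stimulated GTP hydrolysis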
ADAM10 inh = inhibits human ADAM10; O14672; recombinant ADAM10, EDANS/DABCYL FRET peptide cleavage, 3 h; inhibition, % at 7 µM; 370,000 tested, 0.62% active;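 active = inhibition above a per-campaign cutoff equal to the mean of compounds falling between control-based bounds plus 3 SD, cut at about 20% in these data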;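 note: 0% = DMSO wells while the 100% control is not disclosed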
Target sequence (O14672 214-748 limits assumed): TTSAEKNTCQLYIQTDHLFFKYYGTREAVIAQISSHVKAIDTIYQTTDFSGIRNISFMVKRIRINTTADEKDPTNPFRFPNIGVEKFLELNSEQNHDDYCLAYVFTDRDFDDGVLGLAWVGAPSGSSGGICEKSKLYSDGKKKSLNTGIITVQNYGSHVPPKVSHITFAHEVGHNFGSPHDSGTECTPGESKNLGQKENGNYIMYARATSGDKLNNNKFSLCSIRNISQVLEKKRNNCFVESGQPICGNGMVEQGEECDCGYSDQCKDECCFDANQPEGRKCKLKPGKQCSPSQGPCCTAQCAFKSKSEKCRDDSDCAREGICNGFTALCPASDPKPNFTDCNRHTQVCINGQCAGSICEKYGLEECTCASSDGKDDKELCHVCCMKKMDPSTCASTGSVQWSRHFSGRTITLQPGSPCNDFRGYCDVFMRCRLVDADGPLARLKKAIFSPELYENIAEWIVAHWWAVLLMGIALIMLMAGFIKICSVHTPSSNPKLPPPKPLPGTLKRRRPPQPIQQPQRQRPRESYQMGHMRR
DDE Tn6 FP inh = DD(E)-Tn6 binding inhibition, primary FP screen; inhibition, % at 8.3 µM; P02675; Fibrin DD(E) TRITC-Tn6 fluorescence polarization displacement; 370,000 tested, 0.21% active; AID 720509;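 active = inhibition above a per-campaign cutoff: mean of compounds within control limits plus 3 SD, cut at about 15% in these data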;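 note: 0% = median of all compound wells on the plate and 100% = blocking peptide control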
Numbers without * were called inactive; i = inactive.

SMILES	PLCg1 inh	Tn7 DDE FP	PLCb3 inh	TDP2 absorb	SIAE primary	ASAP1 inh	ADAM17 inh	ARFGAP1 inhibitor	ADAM10 inh	DDE Tn6 FP inh
CC(C)(C)NC(=O)C(C1CC1)n1c(=O)c(-c2ccccc2)nc2ccccc21 (stereo not drawn)	-131.7	3.3	-160.4	4.3	2.1	10.9	-172.5	-3.2	i	7.0
CCC(C)Nc1cc(C)c(C#N)c2nc3ccccc3n12 (stereo not drawn)	i	-0.4	i	-3.5	12.0	-17.6	i	3.6	i	-3.7
CNc1ccccc1C(C)(C)c1cc(-c2ccc(F)cc2)no1	-2.1	1.9	-4.5	-16.0	2.6	3.6	0.8	2.0	5.5	0.9
CC(=O)N/C(=C\c1ccccc1)C(=O)OCC(=O)NC(=O)c1ccccc1	0.4	-2.2	-5.1	-12.8	-2.2	-1.9	-5.6	1.4	-1.5	-9.9
Cc1ccc(-n2ncc3c2CC(C)(C)CC3NC(=O)c2ccncc2)cc1 (stereo not drawn)	4.9	-5.2	-4.9	-10.4	-0.8	-9.6	4.2	-9.5	6.8	-4.9
COCCN1CC(CNC(=O)c2cc(COc3ccc(C)c(C)c3)on2)CC1=O (stereo not drawn)	-1.1	2.9	-10.8	7.8	3.6	3.5	-7.7	5.0	-5.5	-4.0
Cc1onc(-c2ccccc2Cl)c1C(=O)N(Cc1ccc(N(C)C)cc1)C(C)C	-3.4	-4.6	-10.8	4.6	-3.5	8.0	-0.8	5.9	-4.0	-4.3
CC(NS(=O)(=O)c1cc2c3c(c1)CCC(=O)N3CCC2)c1ccccc1 (stereo not drawn)	3.3	-0.9	-7.8	3.5	-3.4	-4.3	-3.9	7.8	-7.2	-8.8
CCn1c(/C=C/c2cc(Br)ccc2O)nc2ccccc2c1=O	-96.0	-1.9	-131.0	-12.8	0.0	-0.5	8.2	3.5	12.6	-2.2
COC(C/C=C/[C@H](O)COCc1ccccc1)OC	1.8	-2.9	0.1	3.3	5.2	0.4	-6.3	3.1	-5.2	2.2
CC1=C(C(=O)OCC2CCCO2)C(c2ccncc2)C2=C(CCCC2=O)N1 (stereo not drawn)	-215.4	8.6	-258.7	6.3	-1.4	-8.2	-151.2	-6.6	-462.6	3.3
Cc1cc(C)c(C)c(S(=O)(=O)NC(C(=O)NCCc2ccco2)C(C)C)c1C (stereo not drawn)	-4.3	10.8	-8.4	-0.4	0.1	13.1	-2.5	-7.5	-11.2	-3.6
N#CCSc1ccccc1NC(=O)COc1ccc(-c2nnco2)cc1	-8.8	-0.8	-17.9	-1.1	4.8	3.2	-2.7	3.2	-12.3	-3.4
O=C(OCC(=O)N1CCCc2ccccc21)c1cccnc1Cl	2.1	-10.8	-1.3	7.7	5.0	-5.8	1.3	6.1	2.1	1.6
CCN1C(=O)C(CC(=O)Nc2ccccc2)N(Cc2ccccn2)C1=S (stereo not drawn)	-0.3	-0.4	3.2	11.4	-3.2	-0.5	-6.9	8.9	1.6	-6.6
C#CCOCCOCCOCCNc1nc(N2CCN(C(=O)[C@H](CCCN=C(N)N)n3cc(C(N)[C@@H](C)CC)nn3)CC2)nc(N2CCN(C(=O)[C@H](CCCCN)n3cc([C@@H](N)[C@H](C)CC)nn3)CC2)n1 (stereo partly drawn)	7.0	-4.8	5.2	9.6	5.7	2.6	0.3	11.6	-3.6	2.7
O=C(CCOc1ccccc1)Nc1ccccc1[N+](=O)[O-]	-0.6	2.9	-6.5	-1.2	6.2	6.3	-1.9	-0.5	3.3	-8.0
CCOC(=O)c1ccc(NC(=O)C(=O)NCc2ccccn2)cc1	0.4	4.1	-2.3	2.0	-4.8	-12.6	-4.3	10.7	-4.2	-7.7
O=C(NC(=O)c1ccccc1F)Nc1nc(-c2cccs2)cc(C(F)(F)F)n1	-6.5	-1.2	-9.9	-9.8	-3.3	-4.9	-20.6	0.6	-84.2	-6.5
O=C(N/N=C/c1ccc[nH]1)c1ccc2c(c1)OCO2	-8.2	-10.6	-17.1	-4.1	7.9	-6.9	-1.0	9.2	3.2	-8.0

Shown with the structure last: 2 of the compounds above
PLCg1 inh	Tn7 DDE FP	PLCb3 inh	TDP2 absorb	SIAE primary	ASAP1 inh	ADAM17 inh	ARFGAP1 inhibitor	ADAM10 inh	DDE Tn6 FP inh	structure
-4.3	10.8	-8.4	-0.4	0.1	13.1	-2.5	-7.5	-11.2	-3.6	Cc1cc(C)c(C)c(S(=O)(=O)NC(C(=O)NCCc2ccco2)C(C)C)c1C (stereo not drawn)
-8.8	-0.8	-17.9	-1.1	4.8	3.2	-2.7	3.2	-12.3	-3.4	N#CCSc1ccccc1NC(=O)COc1ccc(-c2nnco2)cc1

Continued.
SMILES	PLCg1 inh	Tn7 DDE FP	PLCb3 inh	TDP2 absorb	SIAE primary	ASAP1 inh	ADAM17 inh	ARFGAP1 inhibitor	ADAM10 inh	DDE Tn6 FP inh
CCN(CC(=O)Nc1ccc(NC(C)=O)cc1)C(=O)C1CC(=O)N(c2ccc3c(c2)OCCO3)C1 (stereo not drawn)	-1.3	0.5	-3.4	0.4	9.0	-6.7	-2.1	-3.8	-15.7	6.7
COc1ccc(OC)c(S(=O)(=O)N2CCN(c3c(C)cccc3C)CC2)c1	-6.5	3.1	-7.9	5.9	8.1	7.4	0.3	-1.8	-1.5	-0.4
COc1cc(-c2noc(C)c2C(=O)NCc2ccc3c(c2)OCO3)cc(OC)c1OC	-3.1	4.3	-3.1	4.8	-1.3	5.0	-3.7	-8.9	-5.7	4.5
COc1cccc(CNC(=O)[C@H](C)NC(=O)C2CCN(S(=O)(=O)c3ccccc3)CC2)c1	-0.9	-5.5	-7.7	-12.4	-3.4	-21.6	-3.4	11.3	-10.0	-2.5
Cc1cc2oc(=O)cc(CN3CCN(c4ccc(Cl)c(Cl)c4)CC3)c2cc1Cl	-2.8	-7.8	2.2	-7.9	1.2	-3.3	-2.0	5.1	-3.6	8.9
O=C(O)c1cc(-c2ccccc2)n(-c2ccc(F)cc2)n1	-0.3	0.8	-8.2	-8.2	-2.8	-10.3	-4.0	-2.3	1.1	0.5
CC(C)c1ccc(-c2c(C#N)c(N)nc(SCC(=O)N3CCCCCC3)c2C#N)cc1	-7.0	0.3	-6.2	-1.6	-3.1	-6.8	-0.6	-1.2	3.3	1.7
COc1ccc(N2CCN(C(CNS(=O)(=O)c3ccccc3)c3ccccc3)CC2)cc1 (stereo not drawn)	3.9	5.4	-1.5	1.9	3.5	5.1	3.1	-5.2	1.3	-3.8
O=C(CSc1nnc(-c2cnccn2)n1Cc1ccco1)c1ccc(Cl)cc1	2.7	-3.9	-3.4	10.3	-6.9	8.0	1.7	10.9	7.7	0.2
Cc1nc(SCC(=O)Nc2cccc(S(=O)(=O)N3CCOCC3)c2)nc(C)c1C	13.6*	7.5	4.0	-17.5	-10.4	9.1	6.8	8.9	6.7	0.4
Cc1cccc(OCCSc2nc3ccccc3n2CCC(=O)O)c1	2.1	-8.2	-2.8	-2.8	-1.3	3.5	1.6	-1.4	-21.0	5.8
COC(=O)c1ccccc1NC(=O)c1cccs1	-2.9	-7.1	-3.8	-1.9	1.9	0.5	-4.8	-1.0	2.0	0.6
Cn1c(=O)c2[nH]c(CN(Cc3ccccc3)Cc3ccccc3)nc2n(C)c1=O	4.0	-0.1	2.1	-0.2	-1.1	3.0	-0.8	10.1	0.3	6.3
Clc1nc2ccccc2cc1-c1nnn(-c2ccccc2Br)n1	-5.5	2.3	-8.5	9.9	-5.5	3.4	-1.4	2.9	-5.3	-0.2
O=C(O)COn1c(-c2ccccc2)nc2ccc([N+](=O)[O-])cc21	2.0	-2.7	-5.5	2.3	5.0	6.3	-5.1	11.2	-0.9	-0.5
COc1ccccc1CNC(=O)C1CCCN1S(=O)(=O)c1cccc2cccnc12 (stereo not drawn)	3.6	-6.3	-1.1	6.7	-2.1	-2.5	-3.1	-12.1	-4.1	-4.1
COc1ccc(Cl)cc1-c1nc(SCC(=O)NC2CCCC2)n[nH]1	0.1	2.8	-2.4	0.8	-1.9	9.3	-2.9	2.0	5.8	6.7
CC1CCN(S(=O)(=O)c2ccc3c4c2CC(=O)N4CC(C)S3)CC1 (stereo not drawn)	-5.4	2.0	-12.8	5.2	4.4	1.7	0.6	-0.1	-5.6	-4.0
O=C(Nc1cccnc1)c1cc2c(s1)-c1ccccc1OC2	i	-3.0	i	3.2	-29.4	11.6	-404.7	11.9	i	-8.5
COc1ccc(C(NC(=O)c2ccc(-c3ccccc3)cc2)c2ccccc2)cc1 (stereo not drawn)	2.9	1.1	0.3	-1.4	-3.1	-13.0	-3.2	1.6	-4.6	4.4
O=C(NCC1CCCO1)c1cccc(S(=O)(=O)Nc2ccc(F)cc2)c1 (stereo not drawn)	-1.5	3.1	-3.0	2.9	1.9	-4.6	-0.3	-8.5	-7.2	-1.2
O=C(NC(=S)N1CCCCC1c1cccnc1)c1ccc(Br)cc1 (stereo not drawn)	2.3	0.5	-10.2	1.2	7.5	-4.1	-2.3	-5.5	-4.8	-1.1
O=C(Nc1cc2c3c(c1)CC(=O)N3CCC2)c1ccc(Cl)cc1	-6.8	6.0	-18.6	0.0	-0.4	-8.8	-3.4	3.2	-14.1	-4.1
C/C(=N/NS(=O)(=O)c1ccc(F)cc1)c1ccncc1	-1.9	-0.7	-6.6	5.1	1.5	8.6	1.1	-9.9	-4.6	-0.3
Cc1nn(C(=O)CNC(=O)c2ccccc2)c(C)c1C	4.6	-6.5	-15.4	-4.0	4.8	-1.5	-0.5	19.6	-3.1	-0.2
CCCS(=O)(=O)NC(=O)C1(C)CCN1C(=O)Cc1ccc(-c2ccccc2)cc1 (stereo not drawn)	0.2	-0.6	4.7	11.0	0.8	-1.6	0.1	-2.8	-4.9	3.7
CC(=O)c1c(O)c(C)c(-c2ccccc2)n(-c2ccccc2)c1=O	-17.5	-2.6	-19.7	-2.5	-1.8	4.2	-0.9	2.8	-3.0	3.5
c1ccc(-c2cc3c(nn2)CCc2nonc2-3)cc1	-3.1	3.8	-2.3	5.6	0.1	9.8	-2.5	0.4	-1.9	-4.3
CC1(C)Cc2c(ccc3ccccc23)C(c2cc3ccccc3oc2=O)=N1	-22.8	-2.8	-35.8	1.4	-6.9	-0.1	-2.8	7.3	-11.2	-2.0
CCOC(=O)C(Cc1ccc(NC(=O)/C(=C/c2ccccc2)NC(=O)c2ccccc2)cc1)N1C(=O)c2ccccc2C1=O (stereo not drawn)	-18.8	-9.7	-21.4	5.7	-40.9	6.0	-10.4	-3.2	-8.4	-5.5

Bioassay records as filed in PubChem BioAssay.

Not a hit list. Share with any hit: about 3.6%.
